CHRM1 antagonist – human M1 muscarinic receptor antagonists, primary screen, CHO-K1 cells, Fluo-8 calcium fluorescence, 1536-well; inhibition, % at 3 µM; actives 1.3% (n = 360,000); CHO-K1 hM1, ACh EC80 antagonist; Muscarinic acetylcholine receptor M1 (Homo sapiens), P11229;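 active = percent inhibition above its own plate's cutoff, namely the mean of that plate's compound wells plus 3 SD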;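 also: peak over basal fluorescence ratio during 140 s after agonist addition; 0% = ACh EC80 plus DMSO and 100% = DMSO alone without agonist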
CHRM1 agonist – human M1 muscarinic receptor agonists, primary screen, Fluo-8 calcium fluorescence, CHO-K1 cells, HTS; Muscarinic acetylcholine receptor M1 (Homo sapiens), P11229; activation, % at 3 µM; actives 0.33% (n = 360,000); CHO-K1 hM1, agonist mode; 0% DMSO, 100% acetylcholine EC100;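 active = activation above the run's mean compound activation plus 3 SD, cut at about 16% in these data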;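 also: peak over basal fluorescence ratio within a 140 s kinetic read after compound addition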
M1 PAM – human M1 muscarinic receptor positive allosteric modulators, primary screen, CHO-K1 cells, Fluo-8 calcium fluorescence, 1536-well; actives 0.088% (n = 360,000); CHO-K1 hM1, ACh EC20; 0% = ACh EC20, 100% = maximal ACh; activation, % at 3 µM; in the data active = activation above about 19%, passing the limit was not always enough
M4 antag – human M4 muscarinic receptor antagonists, primary screen, CHO cells, Fluo-8 calcium fluorescence; Muscarinic acetylcholine receptor M4 (Homo sapiens), P08173; CHO-hM4 cells, ACh EC80; inhibition, % at 3 µM; actives 0.73% (n = 360,000);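 active = inhibition above its plate's cutoff, the mean inhibition of sample wells plus 3 SD, cut at about 27% in these data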;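 also: 0% = acetylcholine EC80 with DMSO and 100% = DMSO without agonist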
Target sequence (P08173 whole entry, looked up): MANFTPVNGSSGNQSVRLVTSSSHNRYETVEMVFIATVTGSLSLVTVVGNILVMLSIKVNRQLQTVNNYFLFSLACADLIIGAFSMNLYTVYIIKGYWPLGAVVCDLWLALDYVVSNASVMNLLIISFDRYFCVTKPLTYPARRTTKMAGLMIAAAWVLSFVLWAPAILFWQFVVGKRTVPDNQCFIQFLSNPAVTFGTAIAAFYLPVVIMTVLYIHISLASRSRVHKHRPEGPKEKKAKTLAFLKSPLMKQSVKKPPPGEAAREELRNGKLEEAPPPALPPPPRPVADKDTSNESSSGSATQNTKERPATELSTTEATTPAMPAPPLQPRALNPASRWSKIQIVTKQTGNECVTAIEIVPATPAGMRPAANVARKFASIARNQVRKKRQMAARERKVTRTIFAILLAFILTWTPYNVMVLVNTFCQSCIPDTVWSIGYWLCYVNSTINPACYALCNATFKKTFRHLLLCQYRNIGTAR
CHO-K1 Ca ag – counter-screen for M1 agonists: effect in parental CHO-K1 cells. Fluo-8 calcium fluorescence; scaled to maximal ATP response, vehicle zero. activation, % at 3 µM. actives 0.48% (n = 360,000); in the data active = activation above about 15%;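 also: untransfected CHO-K1 host cells lacking M1 receptor as counterscreen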
CHO parental Ca – ATP-evoked calcium signal inhibitors, parental CHO, primary screen, counter-screen for OX1R antagonist project, cell-based, fluorescence, Fluo-8 calcium dye; parental CHO-K1, ATP-induced calcium, Fluo-8 fluorescence; inhibition, % at 5.6 µM; actives 0.63% (n = 330,000);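 active = inhibition above that plate's mean sample inhibition plus 3 SD, cut at about 26% in these data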;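 also: 0% = ATP-challenged DMSO wells and 100% = DMSO wells without ATP; some compounds past the cut are filed as inactive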
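material = parental CHO cells | also added = ATP as calcium-mobilizing challenge | dosing = single point at 5.6 µM | detection = intracellular calcium via Fluo-8 no-wash fluorescent dye | read-out = % inhibition | benchmarks = low control ATP plus DMSO, high control DMSO only | repeats = one well per compound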
CHO-K1 Ca antag – nonselective inhibitor or artifact in parental CHO-K1 cells | ATP-induced calcium, Fluo-8 fluorescence | inhibition, % at 3 µM | actives 0.6% (n = 360,000) | AID 602250;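 active = inhibition above a per-plate cutoff, the plate's mean sample inhibition plus 3 SD, cut at about 24% in these data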;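 also: 0% = DMSO plus EC80 ATP and 100% = DMSO alone without ATP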
OXTR potentiator – human OXTR potentiators, primary screen, fluorescence, CHO-OTR cells, Fluo-8 calcium | Oxytocin receptor (Homo sapiens), P30559 | Fluo-8 calcium fluorescence, potentiator mode; 0% = oxytocin EC15, 100% = EC100 | activation, % at 3 µM | actives 0.061% (n = 320,000);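 active = activation above that plate's cutoff, the mean activation of tested compounds plus 3 SD, cut at about 6.6% in these data, passing the limit was not always enough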;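 also: 100% uses oxytocin at 75 nM as the full agonist control; some results filed as inactive read as strong as hits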
Target sequence (P30559 whole entry, looked up): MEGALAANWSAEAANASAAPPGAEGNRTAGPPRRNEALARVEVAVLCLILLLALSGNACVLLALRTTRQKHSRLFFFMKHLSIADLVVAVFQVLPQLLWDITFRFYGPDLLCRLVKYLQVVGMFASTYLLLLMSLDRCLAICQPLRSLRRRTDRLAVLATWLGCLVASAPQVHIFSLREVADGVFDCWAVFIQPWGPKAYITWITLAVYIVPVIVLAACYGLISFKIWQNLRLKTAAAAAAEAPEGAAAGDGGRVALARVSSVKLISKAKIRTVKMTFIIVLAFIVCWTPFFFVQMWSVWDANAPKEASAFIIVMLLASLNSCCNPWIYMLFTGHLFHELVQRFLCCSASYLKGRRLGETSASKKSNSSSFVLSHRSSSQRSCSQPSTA
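Material: human OTR in CHO cells. Compound: 3.0 µM, one dose. Timing: compound 6 min at room temperature before oxytocin, 100 s read. Evaluation: % activation of max/min ratio relative to oxytocin controls. Replication: single well per compound, singlicate. Signal: Fluo-8 calcium dye fluorescence.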
M4 ag – human M4 muscarinic receptor agonists, primary screen, CHO-K1 cells, Fluo-8 calcium fluorescence. actives 0.14% (n = 360,000). CHO-K1 hM4/Gqi5; vehicle 0%, full acetylcholine response 100%. activation, % at 3 µM. Muscarinic acetylcholine receptor M4 (Homo sapiens), P08173;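 active = activation above the run mean over all test wells plus 3 SD, cut at about 32% in these data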;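 also: peak over basal fluorescence ratio per well then scaled between controls; 0% = DMSO wells and 100% = acetylcholine at EC100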
Starred values were filed as active, the others as inactive; / = not tested or not shown.

SMILES,CHRM1 antagonist,CHRM1 agonist,M1 PAM,M4 antag,CHO-K1 Ca ag,CHO parental Ca,CHO-K1 Ca antag,OXTR potentiator,M4 ag
COc1cccc(OCCNC(=O)c2ccc(C)cc2)c1,-3,-7,1,-21,0.3,-17,-12,3,0
Cc1[nH]nc2c1C(c1ccc(-c3ccccc3C#N)o1)C(C#N)=C(N)O2 (stereo not given),7,-8,-7,8,0.4,-9,-15,-10,1
O=C1CC(N2CCN(C/C=C/c3ccccc3)CC2)C(=O)N1Cc1cccs1 (stereo not given),87*,-8,-24,34*,1.6,-25,-20,-3,3
COc1cc(S(=O)(=O)n2cnc3ccccc32)ccc1Br,4,-2,-1,5,0.9,-6,-8,-1,1
COc1ccc(-c2cc(OC)c3c(C)oc(C)c3c(=O)c2)cc1OC,-15,-3,10,17,0.3,-14,-6,-1,2
Cc1cccc(C)c1NC(=O)C1C2C=CC(C2)C1C(=O)O (stereo not given),-28,3,7,-7,0.4,1,-4,-1,1
COc1ccc(CNc2nccs2)cc1OC,-14,-1,10,-4,0.6,-8,3,-2,0
COc1ccccc1C(=O)N/C(=C\c1cn(C)c2ccccc12)C(=O)NCCN1CCOCC1,-2,-4,-3,-8,1.5,/,-7,/,5
COc1ccc2c([N+](=O)[O-])c(N3CCCC3)[nH]c2c1,-7,-3,8,1,0.5,-8,0,-19,0
CCN(CC(=O)NCc1ccc(F)cc1)C(=O)/C=C/c1cccs1,-4,-5,7,-11,0.1,-12,-5,-4,2
Cc1ccc(SCc2nnc(NC(=O)c3ccccc3)s2)cc1,-5,-1,13,10,-0.3,4,22,-4,0
COc1ccc(NC2=NCCC(=O)N2Cc2cccs2)cc1,-4,-2,10,4,-0.6,-2,30*,-5,1
CCNC(=O)C1(C)CCCN(C(=O)CCc2cccs2)C1 (stereo not given),-12,-3,8,-15,0.2,/,4,/,1
Cc1cc(C)c(S(=O)(=O)N2CCOC2CNC(=O)C(=O)NCc2ccccn2)c(C)c1 (stereo not given),-8,-3,9,-4,0.5,-3,-2,-11,2
FC(F)(F)c1nc(NCC2CCCO2)c2nnn(Cc3ccccc3Cl)c2n1 (stereo not given),1,3,7,-8,0.0,-11,0,-12,1
Fc1cccc(Nc2ncnc3sccc23)c1,-13,-4,6,9,2.9,2,-14,-3,2
Cc1ccc(S(=O)(=O)Nc2ncnc3sc(C)c(C)c23)cc1,5,-1,0,-2,6.0,-7,5,-7,2
COc1ccccc1NC(=O)c1sc2ncn(Cc3ccccc3C)c(=O)c2c1C,1,-4,-5,-1,1.6,-9,6,-9,0
O=C(CSc1nnc(CNC(=O)c2cccc(C(F)(F)F)c2)o1)NCC1CCCO1 (stereo not given),4,0,-1,2,-0.2,-17,16,0,2
OCc1c[nH]c(=S)n1CCOc1cccc(C(F)(F)F)c1,0,-2,2,-4,4.3,-1,-6,-11,2

Later entries:
SMILES,CHRM1 antagonist,CHRM1 agonist,M1 PAM,M4 antag,CHO-K1 Ca ag,CHO parental Ca,CHO-K1 Ca antag,OXTR potentiator,M4 ag
COc1ccc(N(CC(O)Cn2c3ccccc3c3ccccc32)S(=O)(=O)c2ccccc2)cc1 (stereo not given),-34,2,8,-9,0.1,-10,15,-12,1
O=C(N/N=C\c1ccc(F)cc1)c1ccc(Cn2cc(Br)c([N+](=O)[O-])n2)o1,6,-1,-2,4,1.2,-14,-14,-17,5
CC(c1nnc(SCC(=O)N2CC(=O)Nc3ccccc32)n1Cc1ccccc1)N(C)C (stereo not given),-10,-6,-1,4,1.2,-17,-27,-14,0
O=c1c2ccccc2nc(-c2ccccc2)n1CCCN1CCOCC1,-9,-4,11,-3,0.1,-4,-7,3,2
COc1cc(C(O)c2nc3ccccc3s2)cc(OC)c1OC (stereo not given),14,1,-6,-4,15,8,11,-23,10
CCN(CC)S(=O)(=O)c1ccc(N2CCN(C)CC2)c(NC(=O)Nc2ccccc2F)c1,0,-2,11,2,1.2,-5,6,-6,4
CCN(CC)CCOC(=O)c1ccc(N=CC2=C(O)CC(C)(C)CC2=O)cc1,9,-6,-7,-10,0.3,/,0,/,1
CC1(C)c2[nH]c3ccccc3c2C[C@@H]2C(=O)N(Cc3ccccc3Cl)C(=O)N21,12,-7,-9,12,1.4,-15,-2,-14,5
CCOC(=O)c1ccc(NC(=O)Cn2cc3c(n2)CCC(C)C3)cc1 (stereo not given),-9,-7,3,5,0.3,-10,-9,-3,0
Cc1cc(NC(=O)C(C)SCC(=O)N(C)CC(=O)Nc2ccc(F)cc2)no1 (stereo not given),-20,4,20,-22,-0.2,2,10,2,1
CN1N=C(C(=O)NC2CCCc3c2cnn3-c2ccc(F)cc2F)CCC1=O (stereo not given),-7,0,4,3,2.3,-9,-11,-1,3
CCOC(=O)N1CCN(C(=S)Nc2ccc3nc(N4CCN(CC)CC4)cc(C)c3c2)CC1,4,-9,-3,17,-0.2,-4,-6,-2,-1
COc1ccc2[nH]cc(CCCN3C(=O)c4ccccc4C3=O)c2c1,3,-7,-1,-1,1.6,-24,-5,-1,1
COc1ccc(CNS(=O)(=O)c2ccc(F)c(C(=O)Nc3ccc(OC)cc3)c2)cc1,-3,-4,5,-5,1.9,-28,4,-17,7
Nc1ccc(CC(N)c2csc(Nc3cc(Oc4ccccc4)ncn3)n2)cc1 (stereo not given),-8,-3,4,-5,3.4,/,-7,/,11
CCOc1cc(/C=C/C(=O)OCC(=O)NCC2CCCO2)cc(Cl)c1OC (stereo not given),-9,-4,-3,1,0.5,-19,-15,0,2
COc1cc(C)c(S(=O)(=O)Nc2ccccc2F)cc1C,-31,-3,2,-1,-0.3,-24,-5,-15,0
COc1ccc(CCNC(=O)C(=O)NCC2CCCN2S(=O)(=O)c2cccs2)cc1 (stereo not given),8,-2,2,10,5.6,-18,-13,-2,22
CC(=O)c1ccc(C(=O)NC2CCCN(Cc3ccc(Cl)cc3)C2)s1 (stereo not given),3,-6,-6,4,1.2,/,2,/,3
O=C1c2ccccc2C(c2nnnn2Cc2ccccc2)N1CCCn1ccnc1 (stereo not given),/,/,/,0,-0.8,/,-5,/,0

Other entries
SMILES,CHRM1 antagonist,CHRM1 agonist,M1 PAM,M4 antag,CHO-K1 Ca ag,CHO parental Ca,CHO-K1 Ca antag,OXTR potentiator,M4 ag
CC1=C(C(N)=O)C(c2cccnc2)n2nc(-c3cccc(C)c3)nc2N1 (stereo not given),-10,0,6,1,0.5,-22,-16,-11,1
CCn1c(SCC(=O)Nc2ccc(N(C)C)cc2)nnc1C1CC1,-6,-3,8,2,0.3,-19,-9,4,0
CCOC(=O)[C@@H]1[C@H]2COc3ccc(Br)cc3[C@@H]2N2C(=O)N(c3ccc(OC)cc3)C(=O)[C@@]12C,12,-6,-2,6,1.6,-17,-8,-7,2
O=C(CN1CCCCCC1)N1c2ccccc2C=Cc2ccccc21,98*,-7,-25,95*,1.1,-9,-3,1,0
Cc1ccc(C)c(OCCC(=O)OCC(=O)Nc2ccc(N3CCOCC3)cc2)c1,-3,-1,-1,-4,1.6,-15,-9,-6,10
O=C(CN(c1cc(C(F)(F)F)ccc1Cl)S(=O)(=O)c1ccccc1)NCc1cccnc1,-7,-2,6,2,2.6,-40,2,-3,6
CC(C)C(C(=O)NCc1ccco1)N(CC1CCCO1)C(=O)CNS(=O)(=O)c1ccccc1 (stereo not given),-6,-3,7,-7,2.6,-22,-24,-4,2
OCCNc1nc(N2CCN(c3ccccc3)CC2)nc2ccccc12,-3,-11,3,-5,0.3,-12,-13,-2,4
O=C(CSc1n[nH]c(-c2ccccc2)n1)c1ccccc1,-11,-2,5,-16,1.6,-11,-10,-4,6
CC1(C(=O)Nc2cccc(Oc3ccccc3)c2)Cc2c(-c3ccc4c(c3)OCO4)ccnc2O1 (stereo not given),-15,-3,3,-10,2.0,/,-13,/,1
Cc1nnc(SCC(=O)N2CCN(c3ccccc3)CC2)n(N)c1=O,-10,-4,7,-5,1.6,-18,-10,-6,0
Cc1nnc2sc(SCC(=O)Nc3cccc(Cl)c3)nn2c1=O,-3,-8,5,3,15,-9,5,-3,1
CCCOc1ccc(-c2c(C(=O)N/N=C(\C)c3ccncc3)nnn2-c2nonc2N)cc1,-21,-2,15,-1,0.5,-23,-10,-5,1
COc1ccc(C2C3=C(CC(C)(C)CC3=O)N(CCN3CCOCC3)C3=C2C(=O)CC(C)(C)C3)cc1,-23,-2,0,6,0.7,-12,-14,-3,1
O=c1ccn(Cc2ccccc2)cc1,-11,-1,11,-5,1.0,-6,-10,-2,1
Cc1ccccc1NC(=O)CCN1C(=O)CSC1=O,-4,-1,6,-3,0.2,-12,-6,-20,0
O=S(=O)(Nc1ccc(-n2cnnn2)cc1)c1ccc(Cl)cc1,-8,1,5,3,1.9,-6,-15,-4,2
CCN(CC(=O)Nc1c(F)cccc1F)C(=O)C1CCN(S(=O)(=O)c2ccc(C)c(C)c2)CC1,14,0,-4,-11,-0.3,-6,21,-4,5
CCOc1ccc(-n2c(SCC(=O)c3c(N)n(C)c(=O)n(C)c3=O)nnc2-c2cccnc2)cc1,8,-7,-3,1,1.1,-8,-7,-4,0
Cc1cc(C)c(C#N)c(SCc2c(F)cccc2[N+](=O)[O-])n1,-15,-7,13,11,0.2,-26,-6,-3,0

Continuation.
SMILES,CHRM1 antagonist,CHRM1 agonist,M1 PAM,M4 antag,CHO-K1 Ca ag,CHO parental Ca,CHO-K1 Ca antag,OXTR potentiator,M4 ag
COc1cccc(N/C(SC)=C(/C#N)C(N)=O)c1,-3,-5,6,15,0.1,-8,-3,-3,0
COc1ccccc1NS(=O)(=O)c1cc(NC(=O)c2cccnc2)ccc1N1CCCCC1,1,1,0,7,0.6,-6,-15,-6,7
CC(=O)Nc1ccc(CN2CCCC(CCC(=O)NCc3ccccc3F)C2)cc1 (stereo not given),29,-6,-10,7,0.1,-15,-12,-2,0
Cn1cc(C(=O)N/N=C/c2cccc(O)c2)ccc1=O,2,-5,0,-5,0.1,-11,2,-5,1
Cc1cc(C(=O)O)ccc1NCc1ccncc1,-4,-2,1,-1,0.8,-6,-8,-4,0
COC(=O)c1ccccc1NC(=O)Cc1nc(-c2ccccc2)sc1-c1ccc(C)cc1,0,-4,-5,-7,0.0,-21,-10,-7,-1
CCOC(=O)CN1C(=O)S/C(=C/c2ccc3c(c2)n(C)c(=O)n3C)C1=O,-4,-2,-1,-2,0.3,-6,-1,-2,1

Compounds as they come, and some 2.9% of all compounds hit somewhere here.
